KB-3-1 cytotox: KB-3-1 parental cell cytotoxicity | 400,000 tested, 1.4% active | AID 1347075 | Potency, µM (top dose mostly 46.1 µM), inactives show at the highest dose activity change, negative = cytotoxic, usual class: cytotoxic | KB-3-1 viability, CellTiter-Glo ATP luminescence, 72 h; note: % is set by controls: 0 for no effect and ±100 for the full control effect; nearly all actives have a fitted effect of over 60% in size
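72 h, 37 °C compound treatment of KB-3-1 parental cells; CellTiter-Glo added, 10 min, luminescence read. Data corrected against DMSO-only plates and normalized before curve fitting.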
SW480 rerep: inducers of DNA re-replication in SW480 colon cancer cells; AID 624297; SW480 DNA re-replication, Hoechst DNA content imaging, 48 h; Potency, µM (top dose mostly 46.1 µM), for the others: top-dose re-replication activation, most hits filed as activators; 340,000 tested, 1.8% active; note: % of control where 0% means no effect; nearly all actives have a fitted effect of over 55% in size
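Compounds, transferred as 23 nL by pin tool, were incubated with cells for 48 hr; DNA content per nucleus was then quantified by Hoechst staining and fluorescence plate imaging.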
KB-V1 cytotox: kills drug-selected multidrug resistant KB-V1 cells; KB-V1 MDR cells viability, CellTiter-Glo, 72 h; Potency, µM (top dose mostly 46.1 µM), without a hit: top-dose activity change, negative = cytotoxicity, hits mostly cytotoxic; 400,000 tested, 3.4% active; AID 1347076; note: % is set by controls: 0 for no effect and ±100 for the full control effect; nearly all actives have a fitted effect of over 60% in size
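qHTS viability screen in drug-selected KB-V1 MDR cells: 72 h compound treatment at 37 degrees C, ATP luminescence end point.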
TDP43 rescue: inhibitors of TDP-43 toxicity in yeast; TDP-43 expressing yeast growth rescue, BacTiter-Glo, 24 h; Potency, µM (highest dose often 46.1 µM), without a hit: top-dose growth rescue (activation), most hits filed as activators; 410,000 tested, 1.8% active; AID 652104; note: % of control where 0% means no effect; nearly all actives have a fitted effect of over 50% in size
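Readout is BacTiter-Glo luminescence of cell growth, so inhibitors register as activators. TDP-43-expressing yeast at OD600=0.02 in galactose medium, after raffinose pregrowth to mid-log, were incubated with compound for 24 hr at 30 deg C.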
GLP1R cytotox: cytotoxicity counter-screen for GLP-1 receptor inverse agonists | HEK293 cAMP-luciferase reporter cells, luminescence, 24 h | Potency, µM (series often up to 38.3 µM), inactives show top-dose activity change, negative = inhibition, usual class: inhibitors | 410,000 tested, 0.13% active;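 note: loss of luciferase light is scored as toxicity; % is set by controls: 0 for no effect and ±100 for the full control effect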
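Quantitative HTS format, 1536 wells, 200 cells/uL seeded. Compounds: 23 nL, 24 h, 37 °C. Detection: luciferase reagent, luminescence at 12 min RT; decreased signal taken as cytotoxic.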
GLP1R inv ag: inverse agonists of human GLP-1 receptor; HEK293 GLP-1R CRE-luciferase, luminescence, 24 h; GLP-1R form is constitutively active; 410,000 tested, 1.6% active; Potency, µM (series often up to 38.3 µM), for the others: at the highest dose activity change, negative = inhibition, usual class: inhibitors; note: % is set by controls: 0 for no effect and ±100 for the full control effect; nearly all actives have a fitted effect of over 55% in size
Target sequence (P43220 whole entry, looked up): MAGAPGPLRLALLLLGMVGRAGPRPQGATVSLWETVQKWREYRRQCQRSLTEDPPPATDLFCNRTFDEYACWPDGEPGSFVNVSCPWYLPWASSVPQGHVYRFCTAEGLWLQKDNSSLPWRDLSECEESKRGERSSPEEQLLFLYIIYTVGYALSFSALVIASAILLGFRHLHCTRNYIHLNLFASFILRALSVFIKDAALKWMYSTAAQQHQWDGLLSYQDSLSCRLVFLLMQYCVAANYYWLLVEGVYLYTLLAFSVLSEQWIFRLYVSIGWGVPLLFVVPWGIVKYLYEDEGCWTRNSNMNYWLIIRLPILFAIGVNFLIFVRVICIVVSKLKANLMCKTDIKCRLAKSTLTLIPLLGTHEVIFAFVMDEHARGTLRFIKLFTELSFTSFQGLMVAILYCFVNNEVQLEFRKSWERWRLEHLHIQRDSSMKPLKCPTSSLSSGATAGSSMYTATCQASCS
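GLP-1R inverse agonism mode: basal reporter luminescence in engineered HEK293 cells measured after one day of compound exposure at 37 deg C, with a 12 min room-temperature detection step.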
HT1080 IDH1KD tx: toxicity to HT-1080 IDH1 knockdown cells (counter line). 360,000 tested, 2% active. Potency, µM (doses to about 46.1 µM), inactives show top-dose activity, negative = toxicity, usual class: cytotoxic. AID 686971. HT-1080 IDH1 knockdown viability, ATP luminescence, 48 h;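 note: 0% = DMSO wells and -100% = cell-free medium wells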
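% activity derives from luminescence (CellTiter-Glo), normalised to DMSO and no-cell wells. HT-1080-IDH1KD cells, 750/well, had 48 h compound exposure at 37 °C.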
HT1080NT lethal: kills 2HG-producing HT-1080-NT fibrosarcoma cells. HT-1080-NT fibrosarcoma viability, CellTiter-Glo ATP luminescence, 48 h. Potency, µM (series often up to 46.1 µM), without a hit: at the top dose activity, negative = less viability, hits mostly cytotoxic. 360,000 tested, 1.6% active. AID 686970;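 note: NT is the 2HG producing partner of a matched IDH1 knockdown line; 0% = DMSO-treated cells and -100% = media-only wells without cells; nearly all actives have a fitted effect of over 55% in size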
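HT-1080-NT; 750 cells/well; 5% FBS RPMI; 48 h compound, 37 degrees C; CellTiter-Glo luminescence; curve fitting and curve-class assignment.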
GLP-1R agonist: activates the human GLP-1 receptor; HEK293 GLP-1R CRE-luciferase, luminescence, 4-6 h; cells express a hypersensitive GLP-1R form; Potency, µM (top dose mostly 45.6 µM), without a hit: at the highest dose activation, hits mostly activators; 380,000 tested, 0.007% active; note: % of control where 0% means no effect
* = called active by the depositor; ? = inconclusive; . = no result given; & = joins results of further samples; [ ] = remark or other dose. Calls come from the whole dose curve; as a rule, active = well fitted curve in the direction sought with a large enough effect; inconclusive = small, poorly fitted or top-dose-only effect, or another doubt; inactive = no such curve, though single readings can be large; an effect the other way counts as inactive or inconclusive. Potency is the fitted concentration of half-maximal effect.

SMILES | KB-3-1 cytotox | SW480 rerep | KB-V1 cytotox | TDP43 rescue | GLP1R cytotox | GLP1R inv ag | HT1080 IDH1KD tx | HT1080NT lethal | GLP-1R agonist
Cc1nn(-c2ccccc2)c(C)c1C(=O)Nc1ccc(N2CCOCC2)cc1 | -1.7% | -1.2% | 14.2% | 13.8% | 0.9% | -10.2% | 7.8% | 5.0% | -8.1%
Cc1ccccc1-n1ncc2c1CC(C)(C)CC2NC(=O)c1snnc1C (centres undefined) | -16.6% | -0.9% | -2.7% | 9.4% | -7.1% | ? | -11.3% | 0.7% | 1.9%
CCCCN1C(=O)C(CC(=O)NCc2ccco2)CC(C(=O)N(C(C)C)C(C)C)=C1C (centres undefined) | 0.0% | . | -1.2% | 12.9% | 4.5% | 9.9% | 13.4% | 16.9% | -5.0%
O=C(CCSc1ccccc1)Nc1ccccc1C(=O)N1CCCC1 | ? | 5.8% | ? | -6.1% | 0.3%[1.53 µM] | 9.6% | -1.5% | -0.6% | -8.8%
O=C(c1ccc(F)cc1Cl)N(c1ccccn1)C1CCCCC1 | 2.9% | 1.3% | ? | 10.7% | -7.8%[7.66 µM] | 7.2%[7.66 µM] | 1.3% | 0.0% | 0.5%
CC1(C)NC(=O)N(CCOCCSc2ccccc2)C1=O | -0.5% | -2.6% | 22.8% | -11.3% | 5.9% | 1.6% | -6.0% | -8.8% | -4.6%
Cc1ccc(-n2nnnc2C(Cl)c2nnnn2-c2ccc(C)cc2)cc1 | 0.0% | 21.1% | -10.7% | 3.55µM* | 1.1% | 14.7% | ? | ? | -18.5%
Cc1ccc(S(=O)(=O)N(CC(=O)c2ccc(Cl)cc2)C(=O)N2CCN(C)CC2)cc1 | 7.8% | -2.1% | ? | 1.4% | -3.8% | 6.0% | 9.7% | -0.1% | -0.2%
CNS(=O)(=O)c1cc(NC(=O)CCNC(=O)c2ccco2)ccc1C | -19.2% | 0.6% | 0.0% | -11.5% | -6.4% | 15.4% | 14.0% | 6.9% | 3.6%
CCc1nnc(NC(=O)C2CCC(CNc3c(N4CCCCC4)c(=O)c3=O)CC2)s1 (centres undefined) | -3.4% | ? | 8.3% | -24.5% | 8.2% | 6.1% | -2.1% | 13.8% | -0.6%
Nc1nc(CSc2nc3ccccc3s2)nc(N2CCOCC2)n1 | -0.6% | -6.7% | 0.0% | 0.0% | 1.3% | 111.1%[activator] | -6.3% | -10.1% | 30.7%
Cc1cc(C)c2c(NC(=O)c3ccccc3Cl)c(C(=O)NCc3ccc(Cl)cc3)sc2n1 | ? | . | ? | 23.6% | 5.0% | 0.4% | . | . | .
O=C(c1cccc(F)c1)N1CCN=C1SCc1cccnc1 | -10.8% | 0.6% | 10.2% | -6.0% | 8.9% | -4.8% | -0.3% | 20.0% | -3.4%
CCc1ccccc1NC(=S)N(Cc1cccnc1)Cc1ccco1 | 4.6% | 5.6% | 0.0% | 0.0% | -3.3% | 8.8% | 7.8% | 14.0% | 4.5%
CC(C)(C)n1nnnc1C(c1ccccc1)N1CCN(c2ncc(C(F)(F)F)cc2Cl)CC1 (centres undefined) | ? | . | ? | ? | -5.3% | ? | ? | -22.0% | 4.5%

Brought forward from above: 3 compounds, followed by the next part.
SMILES | KB-3-1 cytotox | SW480 rerep | KB-V1 cytotox | TDP43 rescue | GLP1R cytotox | GLP1R inv ag | HT1080 IDH1KD tx | HT1080NT lethal | GLP-1R agonist
O=C(c1cccc(F)c1)N1CCN=C1SCc1cccnc1 | -10.8% | 0.6% | 10.2% | -6.0% | 8.9% | -4.8% | -0.3% | 20.0% | -3.4%
CCc1ccccc1NC(=S)N(Cc1cccnc1)Cc1ccco1 | 4.6% | 5.6% | 0.0% | 0.0% | -3.3% | 8.8% | 7.8% | 14.0% | 4.5%
CC(C)(C)n1nnnc1C(c1ccccc1)N1CCN(c2ncc(C(F)(F)F)cc2Cl)CC1 (centres undefined) | ? | . | ? | ? | -5.3% | ? | ? | -22.0% | 4.5%
COC(=O)C1=C(C(C)=O)C(c2ccc(C(=O)OC)cc2)n2nnnc2N1 (centres undefined) | -9.4% | -2.6% | 21.2% | -6.2% | ? | -8.7% | -16.8% | -17.6% | -19.6%
Cn1c(SCC(=O)NC2CC2)nnc1-c1ccccn1 | -12.2% | 3.1% | 11.0% | 1.0% | 16.5% | 12.6% | 9.7% | 28.0% | -2.0%
Cc1nn(Cc2c(F)c(F)c(F)c(F)c2F)c(C)c1NC(=O)c1nn(C)c(C)c1Br | 8.4% | -2.6% | ? | 21.3% | -0.6% | -8.5% | -1.9% | 7.8% | -1.2%
COCCOC(=O)C1=C(C)NC(=S)NC1c1ccc(OCC(=O)N2CC(C)OC(C)C2)c(OC)c1 (centres undefined) | -1.0% | -12.0% | 0.0% | 1.4% | -6.6% | 10.8% | 2.5% | 10.3% | -6.4%
O=C(NCCNS(=O)(=O)c1ccccc1)N1CCOCC1 | -1.0% | -1.0% | 4.3% | -5.0% | -9.8% | -4.2% | 6.8% | -4.3% | -0.7%
Cc1cccc(C(=O)OC2CCOC2=O)c1O (centres undefined) | 13.9% | 1.4% | 12.5% | -5.7% | 2.5% | 1.5% | 2.3% | 3.1% | 0.0%
CCCCn1c(N)c(N(CCC(C)C)C(=O)C2=NN(c3ccccc3)C(=O)CC2)c(=O)[nH]c1=O | 20.3% | -22.8% | ? | -7.4% | 10.4% | 11.9% | -2.3% | 0.2%[9.24 µM] | -0.2%
O=C(O)CSc1cc(C(=O)c2cc(F)ccc2O)cn2c(=O)c3c(-c4ccccc4)csc3nc12 | -0.7% | -20.1% | 3.8% | 0.0% | -21.9% | ? | -14.8% | -22.4% | -3.6%
Cc1ccc(OCCSc2nnc(-c3cccs3)o2)cc1Cl | ? | . | 4.6% | 7.5% | 13.0% | -16.8% | . | . | .
CN(C)c1cccc(C(=O)OCC(=O)c2ccc[nH]2)c1 | -4.9% | -11.7% | 2.3% | 4.8% | 1.5% | -0.8% | -1.0% | 11.2% | 8.8%
CCC(C)c1ccccc1NC(=O)c1cccc(-n2cnnn2)c1 (centres undefined) | 8.0% | -0.8% | 0.0% | -10.8% | 4.4% | 3.0% | 0.8% | 0.0% | 5.1%
FC(F)(F)c1cc(Cl)c2nc(-c3ccc(Cl)cc3)c(Cc3ccsc3)n2c1 | 11.6µM* | . | -29.1% | -15.3% | 5.8% | -23.1% | -6.5% | -4.0% | -0.8%
CC(C)n1nnc2ccccc2c1=O | -3.2% | -4.1% | -6.1% | 23.9% | 2.7% | 0.0% | 1.7% | 0.7% | -9.6%
Cc1ccnc(NC(=O)c2cccc(S(=O)(=O)N3CCN(c4ccc(F)cc4)CC3)c2)c1 | -24.0% | 2.8% | ? | 27.6% | 11.3% | ? | -2.8% | -0.3% | -18.7%
O=C(CC1(O)C(=O)Nc2cc(Cl)cc(Cl)c21)c1ccccc1O (centres undefined) | 0.0% | ? | 0.0% | 9.7% | ? | ? | ? | ? | -18.5%
COc1ccccc1NC(=O)Nc1nc(C(N)C(C)C)cs1 (centres undefined) | 22.6% | . | -4.0% | 19.6% | -12.5% | ? | ? | ? | -1.2%
COc1cc(Nc2ccc(C)cc2)c([N+](=O)[O-])nc1[N+](=O)[O-] | ? | 0.2% | 5.8µM* | -17.3% | ? | ? | 3.16µM* | 3.16µM* | -5.0%
Cc1ccccc1Oc1ncccc1C(=O)/C(C#N)=C/N(C)C | -3.3% | -4.0% | -8.4% | -33.1% | -10.3% | 6.3% | 3.4% | 5.7% | 0.6%
COc1ccccc1CNC(=O)CNC(=O)c1ccc(Br)o1 | ? | -33.1%[inhibitor] | 1.2% | -20.6% | 4.7% | -8.6% | -0.5% | 6.9% | -3.1%
Cc1ccc(-c2c(C(=O)N/N=C/c3cccnc3)nnn2-c2nonc2N)cc1 | 17.2% | -55.4% | 0.0% | 9.1% | 8.0% | 0.3% | -3.8% | -18.4% | -5.4%
CC1CN(S(=O)(=O)c2csc(C(=O)Nc3ccccc3)c2)CC(C)O1 (centres undefined) | -10.6% | -0.5% | ? | 22.8% | -2.1% | -1.4% | -1.2% | ? | -1.5%
CCCOc1ccc(-c2cnc(SCC(N)=O)nc2N)cc1 | -12.8% | 2.6% | -7.8% | 3.7% | 14.8% | -22.4% | -4.1% | 2.7% | 6.0%
COc1ccc(-n2nc3cc(C)c(NC(=O)c4ccc(-c5ccc(Cl)cc5)o4)cc3n2)cc1 | 2.5% | . | ? | 6.0% | -2.2% | 2.5% | . | . | .
O=C1CCc2cc(S(=O)(=O)N3CCC(C(=O)NCCC4=CCCCC4)CC3)ccc2N1 | -22.3% | 3.2% | -10.2% | -12.9% | 1.9% | 3.2% | 0.1% | -6.7% | -5.0%
CN(C)/C=C1\SC(=S)N(c2ccc(Br)cc2)C1=O | -5.7% | 0.7% | -2.0% | 4.5% | -29.5% | -20.8% | -2.8% | -2.8% | -4.0%
COCC(=O)N1CCCC(N(C)CCc2ccc(OC)c(OC)c2)C1 (centres undefined) | -0.6% | -19.5% | 1.3% | -6.8% | -6.9% | 11.2% | 11.9% | -4.7% | -1.7%
Cc1cc(C)n(Cc2ccccc2F)c(=O)c1C#N | 0.0% | 0.8% | ? | 0.0% | 4.1% | 14.6% | 3.8% | -2.7% | 4.1%
O=C(c1cccs1)N1CCN=C1SCc1cccnc1 | 4.7% | -0.3% | 6.5% | 25.2% | -6.9% | -3.5% | -1.7% | 10.4% | 4.3%
CN1CCCC(n2nc(Cc3ccc(Cl)cc3)c3ccccc3c2=O)CC1 (centres undefined) | 6.51µM* | -28.2%&7.3% | ? | -8.4% | -28.4% | ? | 4.11µM* | 5.17µM* | 1.2%&2.2%
Cc1ccc(-n2nc(C(=O)N(C)c3ccc(C)c(C)c3)c3c4ccccc4n(C)c3c2=O)cc1 | -0.5% | . | 8.5% | 1.8% | 20.9% | 0.1% | . | . | .
O=C(COc1ccccc1)NCCSCc1ccco1 | 3.7% | 1.1% | 24.4% | 12.4% | 23.0% | 1.1% | -2.5% | -2.1% | 3.7%
CCC(C)C(NC(C)=O)C(=O)NC(=O)NC(c1ccccc1)c1ccccc1 (centres undefined) | -6.5% | 14.2% | -15.9% | -6.6% | 30.7%[activator] | -34.1% | 0.0% | ? | -1.6%
